High-throughput results deposited in PubChem BioAssay by National Center for Advancing Translational Sciences (NCATS).
TR SRC2 fluor cs: Texas Red fluorescence interference in TRb-SRC2 counter-screen; Potency, µM (series often up to 106 µM), for the others: at the highest dose fluorescence change, negative = quenching; TRb/SRC2 Texas Red total fluorescence interference; actives 0.29% (n = 280,000); active = well fitted curve in either direction with a large enough effect; inconclusive = small, poorly fitted or top-dose-only effect; note: potency is the fitted concentration of half-maximal effect; % is set by controls: 0 for no effect and ±100 for the full control effect
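Human TRb ligand-binding domain at 0.6 uM with 20 nM Texas Red SRC2 peptide in Tris buffer containing 1 uM T3 and 5% DMSO, incubated with compound 5 h at ambient temperature. Total fluorescence (555/632 nm) calculated as parallel + 2 × perpendicular.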
Tau fluor counter: counter-screen for tau fibril formation inhibitors; tau K18 P301L Alexa594 fluorescence, heparin fibrillization; Potency, µM (highest dose often 57.7 µM), inactives show top-dose activity change, negative = decrease; actives 0.93% (n = 280,000); AID 1463; note: potency is the fitted concentration of half-maximal effect; % is set by controls: 0 for no effect and ±100 for the full control effect; nearly all actives have a fitted effect of over 55% in size
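Human tau K18 P301L (15 uM unlabeled, 0.24 uM Alexa 594-labeled) in 100 mM sodium acetate pH 7 with 20 uM heparin, 6 hr at 37 C. ThT 30 uM added, 1 hr ambient; Alexa 594 FP and total fluorescence read at 555/632 nm.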
Epigenetic reg: derepresses silenced GFP reporter in murine cells; AID 1865; Potency, µM (series often up to 53.9 µM), without a hit: at the highest dose GFP activation, usual class: activators; murine LDR cells, GFP reporter derepression, 30 h; actives 0.2% (n = 280,000); note: potency is the fitted concentration of half-maximal effect; % of control where 0% means no effect; nearly all actives have a fitted effect of over 60% in size
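Murine LDR cells bearing a silenced CMV-driven GFP reporter were exposed to compound for 30 h at 37 C. After PBS washes, GFP-positive cells (20-120 um objects) counted by laser-scanning microplate cytometry.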
Tau FP inhib: blocks human tau fibril formation measured by polarization | P10636 | K18 P301L tau heparin fibrillization, Alexa594 FP, 6 h | Potency, µM (doses to about 57.7 µM), without a hit: top-dose activity, negative = inhibition, actives largely listed as inhibitors | actives 0.39% (n = 280,000) | AID 1468; note: potency is the fitted concentration of half-maximal effect; % is set by controls: 0 for no effect and ±100 for the full control effect; nearly all actives have a fitted effect of over 55% in size
Target sequence (P10636 561-689 P618L limits assumed): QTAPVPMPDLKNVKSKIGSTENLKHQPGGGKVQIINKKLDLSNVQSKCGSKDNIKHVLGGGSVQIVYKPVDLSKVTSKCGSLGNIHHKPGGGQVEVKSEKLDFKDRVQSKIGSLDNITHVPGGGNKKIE
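Human tau K18 […] P301L fragment, 15 uM unlabeled plus 0.24 uM Alexa 594-labeled tau (final), with compound and 20 uM heparin in 100 mM sodium acetate pH 7; 6 hr at 37 C, then Alexa 594 FP read.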
CBFb RUNX1 block: blocks binding between human CBF-beta and RUNX1; AlphaScreen CBFb-His/RUNX1-biotin binding, biochemical; Potency, µM (titrated, usually from 59.8 µM), inactives show at the top dose activity, negative = inhibition, usual class: inhibitors; Q01196+Q13951; 230,000 tested, under 10 active; note: % of control where 0% means no effect
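Read-out: AlphaScreen. Format: His-CBF-beta with biotinylated RUNX1 (30 nM each) preincubated 20 min, compound 15 min, Ni-chelate plus streptavidin beads 90 min; room temperature throughout.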
TRb SRC2 PPI: disrupts binding of human TR beta to SRC2; P10828; TRbeta-SRC2 peptide binding, fluorescence polarization; receptor liganded with 1 µM T3; Potency, µM (doses to about 106 µM), for inactives: top-dose activity change, negative = inhibition, actives largely listed as inhibitors; actives 0.065% (n = 280,000);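 note: potency is the fitted concentration of half-maximal effect; plate controls were bound peptide for no effect and peptide without receptor for full effect; nearly all actives have a fitted effect of over 50% in size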
Target sequence (P10828 whole entry, looked up): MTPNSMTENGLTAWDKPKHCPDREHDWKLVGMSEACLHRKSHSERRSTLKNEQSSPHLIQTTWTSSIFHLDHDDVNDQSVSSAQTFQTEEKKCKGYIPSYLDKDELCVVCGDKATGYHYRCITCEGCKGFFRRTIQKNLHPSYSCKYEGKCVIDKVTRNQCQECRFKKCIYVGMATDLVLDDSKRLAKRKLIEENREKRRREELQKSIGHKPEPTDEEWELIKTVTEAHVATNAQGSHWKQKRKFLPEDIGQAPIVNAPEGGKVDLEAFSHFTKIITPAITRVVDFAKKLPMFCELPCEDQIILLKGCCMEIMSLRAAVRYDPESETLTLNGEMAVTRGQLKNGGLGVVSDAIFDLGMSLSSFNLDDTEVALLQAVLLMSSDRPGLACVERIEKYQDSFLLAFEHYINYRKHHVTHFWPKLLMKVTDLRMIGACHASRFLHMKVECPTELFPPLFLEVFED
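Quantitative HTS by FP: 0.6 uM TRb LBD, 20 nM labeled SRC2 20-mer, 1 uM T3, 5% DMSO; 5 hr ambient incubation; % activity per concentration and potencies from concentration series.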
GLA spleen mod: inhibits or activates alpha-galactosidase in human spleen homogenate. Potency, µM (highest dose often 80 µM), inactives show at the top dose activity change, negative = inhibition, hits mostly inhibitors. actives 0.008% (n = 240,000). AID 2107. human spleen homogenate, 4MU-alpha-Gal fluorescence, 40 min. P06280;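 note: potency is the fitted concentration of half-maximal effect; 0% = enzyme with vehicle and -100% = no enzyme basal signal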
Target sequence (P06280 32-429 limits assumed): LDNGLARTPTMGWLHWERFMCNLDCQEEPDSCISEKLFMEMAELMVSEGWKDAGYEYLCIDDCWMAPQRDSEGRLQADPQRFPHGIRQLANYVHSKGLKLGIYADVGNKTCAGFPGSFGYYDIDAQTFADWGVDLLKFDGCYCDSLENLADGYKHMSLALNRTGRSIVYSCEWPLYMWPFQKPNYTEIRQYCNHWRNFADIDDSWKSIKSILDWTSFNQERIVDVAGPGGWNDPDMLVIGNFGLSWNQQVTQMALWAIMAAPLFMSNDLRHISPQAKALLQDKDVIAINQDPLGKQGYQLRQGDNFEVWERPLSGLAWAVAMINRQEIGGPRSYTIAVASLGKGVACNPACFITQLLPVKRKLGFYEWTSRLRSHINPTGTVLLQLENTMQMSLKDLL
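Human spleen homogenate (1 ug) as enzyme source, 4-methylumbelliferyl-alpha-D-galactopyranoside 1 mM final, citrate/phosphate pH 5.0 with 0.01% Tween-20. Compounds 40 min at 37C, NaOH/glycine stop; fluorescence Ex 365/Em 440, Hill-fit AC50.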
NPSR antag: antagonists of human neuropeptide S receptor cAMP signaling; Q6W5P4; CHO-NPSR cells, cAMP TR-FRET, antagonist mode; Potency, µM (highest dose often 38.3 µM), inactives show top-dose activity change, negative = inhibition, most hits filed as inhibitors; actives 1% (n = 220,000); AID 1461; note: potency is the fitted concentration of half-maximal effect; % is set by controls: 0 for no effect and ±100 for the full control effect; nearly all actives have a fitted effect of over 50% in size; many of its hits are not listed in these tables
The depositor's hits bear a star; u = inconclusive; x = not tested or not shown; & = joins results of further samples; [ ] = another dose, or the depositor's remark. Unless noted, calls come from the whole dose curve; as a rule, active = well fitted curve in the direction sought with a large enough effect; inconclusive = small, poorly fitted or top-dose-only effect, or another doubt; inactive = no such curve, though single readings can be large; an effect the other way counts as inactive or inconclusive.

The line under a structure holds: TR SRC2 fluor cs	Tau fluor counter	Epigenetic reg	Tau FP inhib	CBFb RUNX1 block	TRb SRC2 PPI	GLA spleen mod	NPSR antag
COc1ccc(-n2ccnc(NCCc3ccc(S(N)(=O)=O)cc3)c2=O)cc1
    -1%	-14%	-2.6%	-3%	x	-6%	x	x
CC(=O)c1ccc(O)c(CO)c1
    -3%	-1%	-1.0%	5%	0%	5%	9%	-6%[46.1 µM]
COCc1nnc(NC(=O)CSCc2ccccc2)s1
    -1%	-10%	-0.2%	-10%	1%	7%	10%	-5%[46.1 µM]
Cc1nn(Cc2ccccc2)c(C)c1NC(=O)CSc1n[nH]c(C)c1[N+](=O)[O-]
    -18%	4%	-2.0%	2%	4%	8%	2%	12%
COC(=O)[C@@]1(Cc2ccccc2)[C@H]2c3cc(C(=O)N(C)C)n(CCO)c3C[C@H]2CN1C(=O)c1ccccc1
    0%	-2%	0.4%	6%	u	-2%	-3%	x
CCC(=O)N1CCc2cc(S(=O)(=O)NC(C(=O)NCCc3cccc(C)c3)C(C)C)ccc21 (stereo unspecified)
    1%	-3%	15%	-6%	x	-5%	x	x
C/C(=C\COc1cc(=O)[nH]c2ccccc12)CCC(O)C(C)(C)O (stereo unspecified)
    -2%&1%&0%	-2%&-1%&-6%	-1.1%&5.1%&-1.5%	2%&-1%&-5%	-13%	-2%&-3%&-8%	-5%&4%&3%	-18%
N/C(=N\OS(=O)(=O)c1cccc([N+](=O)[O-])c1)c1ccncc1
    -4%	1%	1.2%	0%	7%	-3%	2%	23%
CCn1cc(C(=O)NC(C)C2CC3CCC2C3)cn1 (stereo unspecified)
    -3%	-11%	-1.9%	-3%	-1%	1%	-1%	5%
Cc1ccc(NCc2nnc(SCC#N)o2)c(C)c1
    -5%	1%	-0.8%	7%	-3%	-4%	-4%	-6%[46.1 µM]
CCN(CC)S(=O)(=O)c1cccc(NC(=O)/C=C/c2ccc([N+](=O)[O-])cc2)c1
    0%	-25%	-1.0%	10%	2%	-8%	0%	-2%
CC(=O)Nc1c(C#N)c(C(C)(C)C)cn1C
    -3%	0%	-1.0%	-4%	2%	-3%	7%	4%[46.1 µM]
CCOC(=O)CNC(=O)COc1ccc(Cl)cc1Br
    -2%	-1%	0.0%	0%	9%	-9%	3%	-8%[46.1 µM]
CCOC(=O)Cc1csc(SCC(=O)Nc2sc3c(c2C(N)=O)CCC3)n1
    -11%	-13%	-1.6%	3%	u	-3%	4%	-10%[46.1 µM]
CCN(C(=O)c1noc2c1COc1ccc(C)cc1-2)c1cccc(C)c1
    -20%	-2%	1.4%	-7%	x	4%	x	x
C=CCSc1ncc(-c2ccccc2)cn1
    1%	3%	-1.4%	1%	-1%	-6%	6%	-1%
Clc1ccccc1CSc1nc2ccncc2[nH]1
    -2%	-6%	-5.1%	-5%	0%	-7%	2%	-4%[46.1 µM]
S=C(Nc1ccccc1Cl)NC1CCN(Cc2ccccc2)CC1
    6%	-10%	0.0%	-3%	-4%	-7%	0%	33%
COc1ccccc1N1CCN(C(=O)C(=O)N/N=C/c2ccccc2F)CC1
    -2%	-6%	-2.2%	-7%	u	3%	-2%	-4%
COc1ccc(-c2cc(-c3c(O)c(OC)c4occc4c3OC)[nH]n2)cc1
    -11%	13µM*[quencher]	1.6%	14%	-21%	10%	1%	-22%[46.1 µM]
Cc1ccc(OCc2ccc(-c3nc(C#N)c(NCc4ccccc4Cl)o3)o2)cc1
    9%	u	-1.6%	-2%	x	-2%	x	x
COc1ccc(N2C(=O)C(Cl)=C(Nc3c(C)n(C)n(-c4ccccc4)c3=O)C2=O)cc1
    -3%	-17%	-3.0%	-9%	13%	-3%	-2%	-17%[46.1 µM]
CC1=CC(=O)C2=C(C)CCC3C(C)C(=O)OC3C12 (stereo unspecified)
    -1%	-6%	1.6%	-3%	6%[21.7 µM]	-4%	0%	x
Cc1ccc(C(=O)N/C(=C\c2ccc(-c3ccc([N+](=O)[O-])cc3)o2)C(=O)NC2CCS(=O)(=O)C2)cc1 (stereo unspecified)
    -2%	u	u	9%	-4%	-5%	4%	-7%[46.1 µM]
Cc1ccccc1CNC(=O)c1cnc2sc(N3CCC(C)CC3)nn2c1=O
    -2%	-14%	-2.7%	3%	x	-2%	x	x
O=C(CSc1c[nH]c2ccccc12)N1CCCc2ccccc21
    -2%	u	-0.8%	7%	6%	-3%	-3%	-14%[46.1 µM]
Nc1nc(-c2ccco2)nn1C(=O)c1cccnc1
    -2%	-10%	2.9%	5%	6%	-10%	-4%	1%[7.67 µM]
CC1S/C(=N/N=C/c2ccco2)N(Cc2ccc(F)cc2)C1=O (stereo unspecified)
    -3%	-22%	0.0%	-5%	5%	-2%	5%	-24%
COCCn1c(CNC(=O)c2cccc(N(C)C)c2)nc2cccnc21
    -4%	-4%	1.4%	-1%	x	4%	x	x
COc1cc([N+](=O)[O-])ccc1NC(=O)CSc1n[nH]c(C(C)C)n1
    -1%	-3%	-0.5%	-4%	-3%	1%	-2%	-4%

Additional entries:
Keys – A = TR SRC2 fluor cs; B = Tau fluor counter; C = Epigenetic reg; D = Tau FP inhib; E = CBFb RUNX1 block; F = TRb SRC2 PPI; G = GLA spleen mod; H = NPSR antag
COC(=O)c1ccc(CSc2cc(C)c3cccc(C)c3n2)o1
  A: -3% | B: -8% | C: u | D: u | E: -15% | F: 10% | G: 35µM* | H: -32%
Cc1ccc(Cl)cc1NC(=O)Cn1cccc1
  A: -1% | B: -4% | C: 0.0% | D: -4% | E: 1% | F: 7% | G: -3% | H: -1%[46.1 µM]
CCC(=O)c1c[nH]c(C(=O)NCc2ccco2)c1
  A: -2% | B: -5% | C: -0.9% | D: 7% | E: 13% | F: -14% | G: -10% | H: -10%[46.1 µM]
O=C(c1ccccc1)N1CCN(S(=O)(=O)N2CCOCC2)CC1
  A: -1% | B: 1% | C: -1.4% | D: 2% | E: -6% | F: -4% | G: 4% | H: 9%
Cc1cc(=O)oc2cc(OCC(=O)NCCc3nc4ccccc4[nH]3)ccc12
  A: -2% | B: -21% | C: -2.9% | D: 7% | E: -13% | F: -21% | G: 17% | H: 0%[46.1 µM]
CCC(C)NC(=O)CSc1ncccc1C(=O)O (stereo unspecified)
  A: -5% | B: -4% | C: -0.7% | D: -1% | E: -2% | F: -1% | G: -7% | H: 14%[46.1 µM]
CC(=O)c1csc(COc2cc(Cl)cc(Cl)c2)n1
  A: -2% | B: -2% | C: 0.0% | D: 3% | E: 16% | F: 3% | G: -1% | H: -7%
CCOc1ccc(S(=O)(=O)N(CC(=O)Nc2cc(C)on2)Cc2ccccc2Cl)cc1
  A: 1% | B: -19% | C: -0.5% | D: -2% | E: 3% | F: 1% | G: 2% | H: u
CCOC(=O)CSc1nc(C2CC2)cc(-c2ccc(Cl)cc2)c1C#N
  A: -4% | B: -20% | C: 0.0% | D: u | E: 2% | F: -4% | G: 2% | H: u
CC(C)CC(COCc1cccc(Cl)c1)N1CCN(C(=O)c2ccc(C(F)(F)F)cc2)CCC1=O (stereo unspecified)
  A: 3% | B: -13% | C: 2.0% | D: -12% | E: -4% | F: 1% | G: -7% | H: -51%
Cc1ccc(-c2nn(CCC#N)cc2C=C(C#N)C#N)cc1
  A: -4% | B: -8% | C: -2.2% | D: -9% | E: 0% | F: -8% | G: -1% | H: -17%[46.1 µM]
COc1ccc(Nc2ccc(N3C(=O)CC(C)C3=O)cc2[N+](=O)[O-])cc1OC (stereo unspecified)
  A: 0% | B: -26% | C: -3.5% | D: 1% | E: -18% | F: 1% | G: 6% | H: 6%
CCC(C)[C@H](NC(=O)NC1CCCc2ccccc21)C(=O)O (stereo partly specified)
  A: -3% | B: 2% | C: -1.0% | D: 4% | E: -3% | F: -3% | G: -3% | H: 21%[46.1 µM]

In another format: 7 of the compounds above
Compound,TR SRC2 fluor cs,Tau fluor counter,Epigenetic reg,Tau FP inhib,CBFb RUNX1 block,TRb SRC2 PPI,GLA spleen mod,NPSR antag
CC(=O)c1csc(COc2cc(Cl)cc(Cl)c2)n1,-2%,-2%,0.0%,3%,16%,3%,-1%,-7%
CCOc1ccc(S(=O)(=O)N(CC(=O)Nc2cc(C)on2)Cc2ccccc2Cl)cc1,1%,-19%,-0.5%,-2%,3%,1%,2%,u
CCOC(=O)CSc1nc(C2CC2)cc(-c2ccc(Cl)cc2)c1C#N,-4%,-20%,0.0%,u,2%,-4%,2%,u
CC(C)CC(COCc1cccc(Cl)c1)N1CCN(C(=O)c2ccc(C(F)(F)F)cc2)CCC1=O (stereo unspecified),3%,-13%,2.0%,-12%,-4%,1%,-7%,-51%
Cc1ccc(-c2nn(CCC#N)cc2C=C(C#N)C#N)cc1,-4%,-8%,-2.2%,-9%,0%,-8%,-1%,-17%[46.1 µM]
COc1ccc(Nc2ccc(N3C(=O)CC(C)C3=O)cc2[N+](=O)[O-])cc1OC (stereo unspecified),0%,-26%,-3.5%,1%,-18%,1%,6%,6%
CCC(C)[C@H](NC(=O)NC1CCCc2ccccc21)C(=O)O (stereo partly specified),-3%,2%,-1.0%,4%,-3%,-3%,-3%,21%[46.1 µM]

Some of the compounds tested. The share of hits here may be higher or lower than overall.
